Source: PubChem (National Center for Advancing Translational Sciences (NCATS))
HT1080 IDH1KD tx: kills HT-1080 cells with IDH1 knockdown; HT-1080 IDH1 knockdown viability, ATP luminescence, 48 h; Potency, µM (titrated, usually from 46.1 µM), without a hit: at the highest dose activity, negative = toxicity, actives largely listed as cytotoxic; 360,000 compounds, 2% hits; AID 686971;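 also: potency is read from the fitted curve at half-maximal effect; 0% = DMSO wells and -100% = cell-free medium wells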
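% activity derives from luminescence (CellTiter-Glo), normalised to DMSO and no-cell wells. HT-1080-IDH1KD cells, 750/well, had 48 h compound exposure at 37 °C.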
KB-3-1 tox: kills parental KB-3-1 adenocarcinoma cells. KB-3-1 viability, CellTiter-Glo ATP luminescence, 72 h. Potency, µM (titrated, usually from 46.1 µM), inactives show top-dose activity change, negative = cytotoxic, usual class: cytotoxic. 400,000 compounds, 1.4% hits. AID 1347075; also: potency is read from the fitted curve at half-maximal effect; % is scaled to controls: 0 for no effect and ±100 for the full control effect; nearly all actives have a fitted effect of over 60% in size
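Parental KB-3-1 adenocarcinoma cells in phenol-red-free DMEM with 10% FBS were pin-treated with compounds at several concentrations, incubated 72 h at 37 °C, and viability read by CellTiter-Glo luminescence; concentration-effect curves were fitted after normalization.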
SW480 rerep: DNA re-replication induction in SW480 cells; 340,000 compounds, 1.8% hits; Potency, µM (top dose mostly 46.1 µM), for inactives: at the highest dose re-replication activation, hits mostly activators; SW480 DNA re-replication, Hoechst DNA content imaging, 48 h; AID 624297; also: potency is read from the fitted curve at half-maximal effect; % of control where 0% means no effect; nearly all actives have a fitted effect of over 55% in size
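Quantitative HTS format with DMSO vehicle controls; 48 hr drug incubation at 37 C, then 40 min Hoechst staining and scanning imager measurement at 405 nm excitation.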
IL1B secr inh: blocks inflammasome-driven IL-1 beta release; THP-1 LPS/ATP IL-1B secretion, AlphaLISA, 16 h; stronger effect = lower value; activity change, % at 57.5 µM; 360,000 compounds, 4.7% hits; in the data active = activity change below about -50%; inconclusive = mostly about -30% to -49%; also: % is scaled to controls: 0 for no effect and ±100 for the full control effect
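Secreted IL-1B measured by AlphaLISA bead assay after 16 h compound exposure of THP-1 cells; compounds (final up to 57.5 uM) added 1 h before LPS (250 ng/mL) and ATP (1.25 mM) stimulation; lower signal means less secretion.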
MCF10A rereplic: DNA re-replication induction in MCF 10a cells; MCF 10A DNA re-replication, Hoechst nuclear intensity, 48 h; Potency, µM (highest dose often 46.1 µM), without a hit: top-dose activity, positive = re-replication, usual class: activators; 350,000 compounds, 2.9% hits; AID 624296; also: potency is read from the fitted curve at half-maximal effect; % of control where 0% means no effect; nearly all actives have a fitted effect of over 50% in size
HT1080-NT tox: kills 2HG-producing HT-1080-NT fibrosarcoma cells. HT-1080-NT fibrosarcoma viability, CellTiter-Glo ATP luminescence, 48 h. Potency, µM (doses to about 46.1 µM), inactives show top-dose activity, negative = less viability, hits mostly cytotoxic. 360,000 compounds, 1.6% hits;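 also: NT is the 2HG producing partner of a matched IDH1 knockdown line; potency is read from the fitted curve at half-maximal effect; 0% = DMSO-treated cells and -100% = media-only wells without cells; nearly all actives have a fitted effect of over 55% in size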
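Viability by CellTiter-Glo luminescence after 48 h compound exposure at 37C of HT-1080-NT cells (750/well, RPMI, 5% FBS). % activity scaled between DMSO wells and medium-only wells, then curve-fitted and categorized by curve class.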
KB-V1 cytotox: KB-V1 MDR subline cytotoxicity | KB-V1 MDR cells viability, CellTiter-Glo, 72 h | Potency, µM (doses to about 46.1 µM), inactives show at the top dose activity change, negative = cytotoxicity, usual class: cytotoxic | 400,000 compounds, 3.4% hits | AID 1347076; also: potency is read from the fitted curve at half-maximal effect; % is scaled to controls: 0 for no effect and ±100 for the full control effect; nearly all actives have a fitted effect of over 60% in size
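qHTS viability screen in drug-selected KB-V1 MDR cells: 72 h compound treatment at 37 degrees C, ATP luminescence end point.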
ATXN viability: reduces viability in counter-screen for ATXN expression inhibitors. S2 cells (HEK-293 line with an ATXN2-luciferase reporter) viability, CellTiter-Fluor protease fluorescence, 24 h. 400,000 compounds, 0.49% hits. AID 651635. Potency, µM (doses to about 56.7 µM), actives largely listed as cytotoxic; also: potency is read from the fitted curve at half-maximal effect; nearly all actives have a fitted effect of over 40% in size
ATXN2 expr inh: inhibitors of ATXN2 expression | HEK-293 ATXN2-luciferase reporter, luminescence, 24 h | Potency, µM (highest dose often 57 µM), without a hit: at the highest dose activity change, negative = inhibition, most hits filed as inhibitors | 360,000 compounds, 0.72% hits; also: potency is read from the fitted curve at half-maximal effect; % is scaled to controls: 0 for no effect and ±100 for the full control effect; nearly all actives have a fitted effect of over 55% in size
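ATXN2-luciferase reporter cells (luciferase flanked by upstream and downstream ATXN2 gene portions) were treated 24 h at 37 °C with compounds at up to 57 uM. SteadyGlo luminescence gave expression; GF-AFC fluorescence gave viability.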
Active calls of the source: *; i = inactive; u = inconclusive; x = not tested or not shown; & = joins results of further samples; [ ] = remark or other dose. Unless noted, calls follow the shape of the dose curve; as a rule, active = well fitted curve in the direction sought with a large enough effect; inconclusive = small, poorly fitted or top-dose-only effect, or another doubt; inactive = no such curve, though single readings can be large; an effect the other way counts as inactive or inconclusive. Not a hit list. Share with any hit: about 11%.

SMILES	HT1080 IDH1KD tx	KB-3-1 tox	SW480 rerep	IL1B secr inh	MCF10A rereplic	HT1080-NT tox	KB-V1 cytotox	ATXN viability	ATXN2 expr inh
CCOC(=O)c1c(NC(=O)c2cccs2)sc(C(=O)N2CCOCC2)c1C	13.0%	-7.4%	0.4%	21.8	-6.0%	26.7%	-6.4%	i	5.0%
CSc1nnc(Cc2sc(-c3ccccc3)nc2-c2ccccc2)o1	-4.7%	u	2.0%	-23.6	-2.0%	-6.0%	u	i	-11.2%
CCOC(=O)[C@H]1[C@H]2COc3ccccc3[C@@H]2N2C(=O)CNC(=O)[C@@]12C	1.7%	1.9%	7.1%	0.0	13.9%	-0.8%	4.8%	i	1.2%
Cc1ccc(CCNC(=O)C2CCCN(C(=O)c3cc4sccc4n3C)C2)cc1 (centres undefined)	-20.6%	-12.6%	-3.2%	-26.2	u	0.0%	-22.0%	i	-21.7%
O=C(COC(=O)/C=C/c1ccccc1)NCCNC(=O)COC(=O)/C=C/c1ccccc1	17.9%	7.0%	u	-16.3	-2.3%	15.3%	7.8%	i	-3.4%
Cc1cc(C(=O)Nc2cccc3ncccc23)no1	-7.3%	-5.6%	-4.7%	-6.7	2.6%	-21.5%	-14.1%	i	-15.0%
Cc1cccc(/C=C2\Sc3ccc(C(=O)N4CCC(C)CC4)cc3N(C)C2=O)c1	u	u	u	-54.1*	u	u	-22.3%	i	-27.2%
Cc1ccc(C)c(S(=O)(=O)N2CCN(CC(=O)Nc3ccc4c(c3)OCCO4)CC2)c1	-9.4%	-0.1%	-19.4%	-3.6	3.6%	-7.3%	0.0%	x	x
CC(=O)O/N=C(\N)c1cnn2c(C(F)(F)F)cc(C(F)(F)F)nc12	0.9%	u	-0.1%	-17.6	0.1%	10.4%	-18.7%	i	-13.7%
COc1ccc(NC(=O)C2CCC(CNS(=O)(=O)c3cccs3)CC2)cc1OC (centres undefined)	0.1%	5.4%&-1.8%	-4.4%	23.1	4.2%	-1.0%	-8.0%&-0.3%	i	-13.4%&3.9%
CCOc1ccccc1NC(=O)C1CCN(S(=O)(=O)c2c(C)nn(C)c2C)CC1	0.9%	-0.1%	-4.8%	-15.9	-10.1%	2.9%	-21.8%	i	-2.3%
COc1ccc(NC(=S)NCCc2c[nH]c3ccccc23)cc1	1.9%	2.2%	5.4%	-17.1	u	1.5%	-12.2%	i	3.0%
CS(=O)(=O)/C(C#N)=C/c1cccn1S(=O)(=O)c1ccc([N+](=O)[O-])cc1	-6.0%	0.0%	x	-25.1	x	5.7%	14.5%	i	-1.9%
Cc1ccc(N(CC(=O)NC(C)c2ccccc2)S(=O)(=O)c2cccs2)cc1 (centres undefined)	2.4%	-5.6%	-9.4%	-22.0	1.5%	0.3%	u	i	-4.4%
CCC(=O)NNC(=O)Cc1c(C)n(C(=O)c2ccc(Cl)cc2)c2ccc(OC)cc12	0.0%	-4.9%	-1.2%	-0.6	-0.1%	-25.5%	9.4%	i	5.3%
CS(=O)(=O)Nc1ccc(C(=O)NCc2ccccn2)cc1	-15.8%	-1.6%	-7.6%	16.0	-4.5%	4.3%	21.9%	i	5.2%
COc1ccc(Cl)cc1NC(=O)N1CCN(CCc2ccccc2)CC1	9.2%	7.4%	-0.8%	-12.7	16.8%	3.6%	-0.1%	u	-3.4%
COc1ccc(/C=N/NC(=O)CSc2n[nH]c(=O)[nH]c2=O)cc1	4.6%	-0.6%	-2.7%	19.5	-0.1%	1.8%	3.1%	i	4.8%
Cc1ccnc(SCC(=O)c2ccc(Br)cc2)c1C#N	-18.7%	u	u	-10.5	u	-12.2%	-13.4%	i	41.9%[activator]
CCN(CC)S(=O)(=O)c1cccc(C(=O)OC2CC(C)OC2=O)c1 (centres undefined)	15.1%	-2.0%	-76.3%[inhibitor]	-0.5	-3.8%	22.9%	27.2%	i	-0.1%
CC(C)(C)C(=O)c1cn(CC(=O)O)c2ccccc12	4.5%	u	16.4%	0.3	u	-2.7%	-11.0%	i	-3.4%
NC(=O)C1Cc2ccccc2CN1S(=O)(=O)c1cccs1 (centres undefined)	-9.1%	-1.3%	-2.1%	47.7	-4.8%	5.0%	-17.6%	i	4.3%
CCN1C(=O)C(CC(=O)Nc2ccc(F)cc2)N(Cc2cccs2)C1=S (centres undefined)	-11.6%	1.1%	-1.9%	u	-0.9%	-13.5%	17.8%	i	-29.3%[11.3 µM]
Cc1ccc(Nc2nc(CSc3nnc(-c4cccnc4)n3-c3ccccc3C)cs2)cc1	-14.8%	-17.1%	u	u	u	-10.3%	9.0%	i	5.5%

Three structures already listed, arranged by SMILES length, ascending.
SMILES	HT1080 IDH1KD tx	KB-3-1 tox	SW480 rerep	IL1B secr inh	MCF10A rereplic	HT1080-NT tox	KB-V1 cytotox	ATXN viability	ATXN2 expr inh
CC(C)(C)C(=O)c1cn(CC(=O)O)c2ccccc12	4.5%	u	16.4%	0.3	u	-2.7%	-11.0%	i	-3.4%
NC(=O)C1Cc2ccccc2CN1S(=O)(=O)c1cccs1 (centres undefined)	-9.1%	-1.3%	-2.1%	47.7	-4.8%	5.0%	-17.6%	i	4.3%
COc1ccc(Cl)cc1NC(=O)N1CCN(CCc2ccccc2)CC1	9.2%	7.4%	-0.8%	-12.7	16.8%	3.6%	-0.1%	u	-3.4%

Further entries.
SMILES	HT1080 IDH1KD tx	KB-3-1 tox	SW480 rerep	IL1B secr inh	MCF10A rereplic	HT1080-NT tox	KB-V1 cytotox	ATXN viability	ATXN2 expr inh
COC(=O)[C@]1(Cc2ccccc2)N[C@H](CN(C)C(=O)COc2ccccc2)[C@@H]2C(=O)N(Cc3ccccc3)C(=O)[C@@H]21	-1.3%	-1.6%	-2.0%	-0.2	2.0%	0.3%	13.3%	i	1.6%
CC1=C(C(=O)OC2CCCCC2)C(c2ccccc2Br)NC(=O)N1 (centres undefined)	-5.8%	u	8.8%	0.0	18.8%	-4.0%	2.4%	i	-12.6%
Cc1nc2sc(C(c3ccco3)N3CCOCC3)c(O)n2n1 (centres undefined)	9.4%	-2.8%	-1.7%	1.3	2.2%	-9.1%	-6.2%	i	-1.7%
O=C(CC1S/C(=N/N=C2CCCCCC2)NC1=O)Nc1ccccc1F (centres undefined)	-5.8%	11.2%	58.3%	31.1	13.7%	-10.7%	-2.2%	i	-9.7%
O=c1cc(CN2CCN(c3cccc(Cl)c3)CC2)c2cc(O)c(-c3ccccc3)cc2o1	0.2%	0.0%	16.2%[9.22 µM]	26.5	u	-3.4%	0.0%	i	-15.0%
O=S(=O)(Nc1nc2ccc(S(=O)(=O)N3CCCCC3)cc2s1)c1ccccc1	u	20.8%	-3.3%	66.9	27.7%	4.5%[9.24 µM]	13.5%	i	14.3%
Cc1cccc2sc(NC(=O)CSc3cn[nH]n3)nc12	-11.2%	14.4%	-3.3%	6.9	11.1%	-22.5%	u	i	26.8%
COc1ccc(-c2csc(NC(=O)CSc3nnnn3C)n2)c(OC)c1	u	-6.5%	u	-9.8	14.7%	-45.4%	u	x	-29.9%
Cc1nc(-c2ccc(Cl)cc2)sc1C1(C)CC(c2ccccc2F)=NO1 (centres undefined)	11.3%	0.0%	20.7%	19.3	-25.3%	11.7%	9.7%	i	30.5%[activator]
CC(C)(C)c1cccc(C2(O)C(=O)c3ccccc3C2=O)c1O	u	-1.4%	-13.6%	-24.7	-0.6%	-20.5%	10.0%	i	4.1%
COc1ccc(C2=NN(C(=O)CN3CCCCC3)C(c3ccc(C)cc3)C2)cc1 (centres undefined)	-16.9%	-21.3%	-10.4%	-87.0*	-3.0%	-0.1%	u	i	-28.9%
CC(Nc1cccc([N+](=O)[O-])c1)C(=O)Nc1ccc(S(=O)(=O)N2CCCC2)cc1 (centres undefined)	-5.0%	0.3%	0.1%	u	-0.9%	0.0%	u	u	-2.8%
CCCCOP(=O)(c1ccc(N(C)C)cc1)C(O)c1cccnc1 (centres undefined)	-6.6%	2.2%	-11.1%	-3.5	-1.0%	-3.1%	4.6%	x	x
CSc1ccc(C2C(C#N)=C(N)Oc3cc4c(cc32)OCO4)cc1 (centres undefined)	u	-0.8%	u	-18.2	u	17.8µM*	4.61µM*	i	-37.2%
Cc1ccc(NC(=O)C2CCN(C(=O)c3ccco3)CC2)cc1C	11.0%	0.9%	-17.9%	-17.3	-3.3%	12.2%	-10.3%	i	4.3%
C[C@H]1CN=C(N(C)C)N1CCc1ccccc1	-0.3%	6.8%	u	13.0	1.0%	-4.5%	u	i	-0.6%
CCCCC(c1nnnn1CCOC)N1CCN(c2cccc(OC)c2)CC1 (centres undefined)	9.9%	-15.2%	-1.8%	-3.4	-9.2%	11.2%	-1.1%	i	-5.0%
NC(=O)NC(=O)COC(=O)c1ccccc1Oc1ccccc1	-0.3%	0.0%	-6.6%	33.5	-2.0%	4.0%	3.3%	i	-2.2%
CCn1c(SCC(=O)NCc2cccs2)nc2c1c(=O)n(C)c(=O)n2C	7.3%	1.1%	0.8%	27.0	-4.7%	1.1%	1.6%	i	1.0%
O=C(NCc1ccco1)c1ccc(-c2ccc(Cl)cc2)o1	-6.3%	u	-5.5%	-6.5	4.9%	0.8%	0.0%	i	-15.5%
COC(=O)c1ccc(Cl)c(NC(=O)CN2CCN(C)CC2)c1	7.7%	2.7%	-9.2%	0.0	8.2%	0.2%	-11.9%	i	9.5%
COCCCNC(=O)c1ccc(S(=O)(=O)c2ccc(Cl)cc2)c(NC(C)=O)c1	9.2%	-2.5%	-11.9%	2.4	-9.3%	8.2%	-5.4%	i	1.5%
NS(=O)(=O)c1ccc(CCNC(=O)c2ccccc2[N+](=O)[O-])cc1	16.5%	8.5%	1.3%	0.6	-0.7%	10.0%	-18.2%	i	0.8%
Cn1cc(C(=O)c2cccc(Cl)c2Cl)cc1C#N	1.4%	-8.8%	u	29.3	1.8%	-7.5%	2.6%	i	-19.4%
O=C(Nc1ccc(F)cc1)C1CCCCC1	12.2%	6.3%	2.6%	-5.5	-11.7%	3.5%	17.1%	i	4.9%
